High-throughput results: PubChem BioAssay, several laboratories
PP5 inh: PP5 phosphatase inhibitors, primary screen, biochemical, fluorescence. Serine/threonine-protein phosphatase 5 (Homo sapiens), P53041. purified PP5c, OMFP substrate fluorescence. inhibition, % at 6.7 µM. actives 0.18% (n = 320,000);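 active = inhibition above the campaign's mean inhibition across all tested compounds plus 3 SD, cut at about 9.5% in these data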;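 note: 0% = DMSO only and 100% = 100 µM cantharidin control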
Target sequence (P53041 whole entry, looked up): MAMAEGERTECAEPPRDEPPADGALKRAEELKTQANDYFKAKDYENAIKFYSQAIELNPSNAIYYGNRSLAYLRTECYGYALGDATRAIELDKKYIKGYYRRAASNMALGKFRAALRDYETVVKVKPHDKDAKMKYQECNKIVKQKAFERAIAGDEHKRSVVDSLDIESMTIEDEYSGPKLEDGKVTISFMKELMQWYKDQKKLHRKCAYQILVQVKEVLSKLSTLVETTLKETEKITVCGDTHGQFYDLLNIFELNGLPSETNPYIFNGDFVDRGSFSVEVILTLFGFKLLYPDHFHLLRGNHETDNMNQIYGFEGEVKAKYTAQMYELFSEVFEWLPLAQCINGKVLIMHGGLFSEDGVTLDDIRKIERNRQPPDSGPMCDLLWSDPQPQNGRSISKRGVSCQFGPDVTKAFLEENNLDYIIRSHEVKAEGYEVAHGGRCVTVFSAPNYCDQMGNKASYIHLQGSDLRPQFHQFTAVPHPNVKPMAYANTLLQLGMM
core dimer inh: inhibitors of HCV core protein dimerization, primary screen, biochemical, TR-FRET, high-throughput. actives 0.33% (n = 300,000). inhibition, % at 5 µM. TR-FRET GST/Flag-core106 dimerization, 1536-well;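 active = inhibition above the mean of all tested compounds plus 3 SD, set per screening campaign, cut at about 45% in these data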
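test system = GST/Flag-tagged HCV core106 proteins | probe or stimulus = Eu donor and XL665 acceptor anti-tag antibodies | times = compound-protein-antibody incubation 4 h at 22.5 °C | signal = TR-FRET, excitation 340 nm, emission 617 and 671 nm | measure = percent inhibition of core106 dimerization signal | controls = wells lacking GST-core106 and wells with excess unlabelled core106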
EBNA-1 inhibitor: EBNA-1 DNA-binding inhibitors, primary screen, biochemical, fluorescence polarization; inhibition, % at 14.8 µM; actives 0.34% (n = 300,000); AID 1950, 2009; in the data active = inhibition above about 28%
Efflux pump inh: inhibitors of Candida efflux pumps in yeast, primary screen, S. cerevisiae, Nile Red, multiplex; inhibition, % at 10 µM; actives 0.44% (n = 330,000); S. cerevisiae Candida pump triplex;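 active = plate passing quality check with inhibition over a set limit, or well fluorescence over plate mean plus 4 SD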;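 note: Nile Red retained in pooled yeast measured as flow cytometry median fluorescence; 0% = buffer negative control and 100% = Enniatin B positive control; higher means more Nile Red kept so more efflux inhibition; some compounds called inactive have numbers as strong as hits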
CTSL1 counter: Fasciola hepatica cathepsin L1 inhibitors, primary screen, counter-screen for PFM18AAP inhibitor project, biochemical, QFRET, fluorogenic peptide substrate. inhibition, % at 5.96 µM. recombinant F. hepatica cathepsin L1, Z-Leu-Arg-MCA fluorescence. actives 0.49% (n = 300,000);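 active = inhibition above the mean of all tested compounds plus 3 SD, set per screening campaign, cut at about 17% in these data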;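 note: 0% = plate median of test compound wells and 100% = 1 µM Z-Phe-Ala-diazomethylketone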
PP1 counter: PP1-alpha phosphatase inhibitors, primary screen, counter-screen for PP5 inhibitor project, biochemical, fluorescence, OMFP substrate, single point; inhibition, % at 6.7 µM; Serine/threonine-protein phosphatase PP1-alpha catalytic subunit (Homo sapiens), P62136; purified PP1alpha; actives 0.9% (n = 320,000);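 active = inhibition above the mean inhibition of all tested compounds plus 3 SD, computed separately for each screening campaign, cut at about 15% in these data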
Target sequence (P62136 whole entry, looked up): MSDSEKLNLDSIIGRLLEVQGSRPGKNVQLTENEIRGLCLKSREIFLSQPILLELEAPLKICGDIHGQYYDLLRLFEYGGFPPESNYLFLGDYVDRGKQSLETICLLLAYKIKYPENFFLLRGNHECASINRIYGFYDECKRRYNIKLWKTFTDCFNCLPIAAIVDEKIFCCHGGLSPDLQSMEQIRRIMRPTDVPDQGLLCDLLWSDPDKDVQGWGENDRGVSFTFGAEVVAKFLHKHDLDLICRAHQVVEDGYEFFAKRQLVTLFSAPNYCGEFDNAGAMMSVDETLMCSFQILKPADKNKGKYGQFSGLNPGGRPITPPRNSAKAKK
TPT1 inh: Candida albicans TPT1 enzyme inhibitors, primary screen, biochemical, fluorescence polarization; tRNA 2'-phosphotransferase TPT1 (Candida albicans SC5314); recombinant caTPT1, FP RNA substrate dephosphorylation; inhibition, % at 5 µM; actives 0.81% (n = 300,000); AID 1962, 2009;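 active = inhibition above the mean of all tested compounds plus 3 SD, set per screening campaign, cut at about 24% in these data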;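 note: plate controls were DMSO alone for no effect and ferristatin control at 100 nM for full effect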
PREPL inhibitor: PREPL enzyme inhibitors, primary screen, biochemical, fluorescence polarization; Prolyl endopeptidase-like (Homo sapiens), Q4J6C6; recombinant PREPL, fluorescence polarization activity-based probe; inhibition, % at 5.96 µM; actives 0.68% (n = 320,000); AID 2751, 2010; in the data active = inhibition above about 43%;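 note: 0% = enzyme with DMSO and 100% = wells lacking enzyme; many of its hits are not listed in these tables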
ZTA DNA inh: ZTA (EBV) inhibition in EBNA-1 counter-screen; P03206; ZTA-DNA binding, fluorescence polarization; inhibition, % at 11 µM; actives 0.15% (n = 320,000); AID 2234; in the data active = inhibition above about 33%
An asterisk follows results filed as active; x = no result given. Not all compounds are listed, so the mix of outcomes need not match the whole.

SMILES,PP5 inh,core dimer inh,EBNA-1 inhibitor,Efflux pump inh,CTSL1 counter,PP1 counter,TPT1 inh,PREPL inhibitor,ZTA DNA inh
O=C(NNC(=O)c1sccc1-n1cccc1)Nc1ccccc1,-1.4,1,-4,-0.1,1,-1,-1,2,9
O=C(C[n+]1ccccc1)Nc1cc(C(F)(F)F)ccc1Cl,1.6,3,3,0.0,1,-1,-2,-3,5
COCCNC(=O)c1onc(CSc2cc(C)cc(C)c2)c1C(=O)NCCOC,3.2,-5,-11,0.1,-4,-3,4,10,-6
COc1ccc(CN2C=C3C(=O)C(C)(OC(=O)CCc4ccccc4)C(=O)C=C3C=C2c2ccc(C#N)cc2)cc1 (stereo not drawn),0.8,16,-5,0.0,-1,7,3,33,-3
COc1ccc(Cc2nnc(Cl)c3ccccc23)cc1OC,0.4,-22,8,-0.1,7,-1,-4,19,-6
CC12CN(C(=O)c3ccc(Cl)cc3)C3(C#N)CC1CCC23C (stereo not drawn),-0.7,2,6,-0.1,-4,-2,-3,-2,13
COC(=O)c1cccc(NC(=S)N2CCOCC2)c1,2.5,-1,9,0.0,0,-3,-1,0,5
CCN(c1ccccc1)S(=O)(=O)c1ccc(C(=O)Oc2ccc(C(C)=O)cc2)cc1,-3.1,3,12,0.0,-1,-2,1,1,3
CS(=O)(=O)N(CC(O)Cn1c2ccccc2c2ccccc21)c1cccc2ccccc12 (stereo not drawn),4.6,8,-2,-0.2,6,2,1,-5,-9
CNC(=O)c1c(I)c(C(=O)NCC(=O)Nc2c(I)c(C(=O)O)c(I)c(C(=O)NCCO)c2I)c(I)c(N(C)C(C)=O)c1I,-1.3,-2,-3,-0.1,-2,1,0,1,-7
Cc1ccc(/C=N/c2sc(Cc3ccccc3)c(C)c2C(N)=O)o1,-2.5,15,11,-1.2,3,0,8,13,15
O=S(=O)(NCC(c1cccnc1)N1CCN(Cc2ccccc2)CC1)c1ccc(Cl)cc1 (stereo not drawn),0.6,-2,4,-0.1,0,-3,-1,17,-5
Cc1ccc(C)c(N2CCN(C(=O)c3cc4ccccc4oc3=O)CC2)c1,1.5,1,-6,0.0,2,-1,-1,15,-4
COc1ccc(C(C(=O)NC(C)(C)C)N(CCc2ccccc2)C(=O)CCC(=O)Nc2cc(C)on2)cc1 (stereo not drawn),4.4,12,2,0.4,1,1,-2,1,-8
COc1ccc(NC(=O)N(CCCN2CCOCC2)Cc2cccnc2)c(OC)c1,0.7,-1,8,-0.4,2,-2,-2,16,-5
CC(Sc1ccc(Cl)cc1)C(=O)NNC(=O)c1ccccc1O (stereo not drawn),2.5,1,4,0.3,1,0,1,-5,8
CCOC(=O)NC1(C(F)(F)F)NC(=O)N(C2CCCCC2)C1=O (stereo not drawn),3.3,11,-10,0.1,1,-2,-2,-5,0
C=CCn1c(SCC(=O)Nc2ccc(N3CCOCC3)cc2)nnc1-c1ccncc1,1.7,-8,-19,0.0,0,-1,3,13,-1
N/C(=N\OC(=O)c1cccc2ccccc12)c1cccc([N+](=O)[O-])c1,4.7,0,-1,-1.8,1,-3,-5,19,-8
Cc1nc(SCC(=O)Nc2ccccc2)c2oc3ccccc3c2n1,1.3,-8,-5,0.0,1,-3,0,-12,8
COc1ccc(C(=O)N/C(=C\c2cccs2)C(=O)N2CCN(C)CC2)cc1OC,-5.7,-4,-7,0.0,1,-9,2,5,15
O=[N+]([O-])c1ccc(C2=NCCO2)cc1,0.0,-4,-16,0.3,-6,-2,-1,12,-14
CC1(C)CC2(CC(c3cccs3)c3cc(Cl)c(O)cc3O2)NC(=S)N1 (stereo not drawn),1.6,18,11,53*,3,-3,-1,-4,3
CN1C(=S)N(c2ccccc2)C(=O)/C1=C/c1ccco1,2.2,7,-4,0.4,1,3,0,-4,5
C=CCn1c(C)cc(C(=O)CSc2ccc(NC(C)=O)cc2)c1C,1.7,-2,11,0.0,-3,11,2,2,8
CCOC(=O)c1cnn(CCOC(=O)c2ccc(OC)cc2)c1NC(=O)c1ccc(OC)cc1,-1.8,1,1,0.0,3,1,5,13,4
O=C(CC1=NC2(CCCC2)Cc2ccccc21)N1CCOCC1,0.0,-2,5,0.0,-1,-1,0,9,3
C=CCN=C(NC#N)SCC(=O)NC(C)(C)C,1.6,1,5,-0.1,-1,-2,-4,3,18
O=C(c1ccc(Oc2ccc([N+](=O)[O-])cc2)cc1)N1CCCCCC1,0.3,0,-5,0.0,0,1,2,37,-20
Cc1ccc(-c2nnc(CSc3nc(C)nc4sc(C)c(C)c34)o2)cc1,-1.5,5,8,-0.1,-1,-5,-2,6,-1
COC(=O)c1sc(NC(=O)CSc2nnnn2-c2cccc(OC)c2)nc1C,-9.1,14,-8,0.1,6,4,1,12,-25
COc1ccc2oc(C(=O)N(C)CCOc3ccccc3)c(C)c2c1,2.1,9,1,1.9,0,2,-2,4,2
CSc1ccccc1NC(=O)CN(c1ccccc1)S(=O)(=O)N(C)C,3.7,8,0,-0.1,-2,2,-1,-8,5
Nn1c(SCc2cccc(C(F)(F)F)c2)nnc1-c1ccco1,0.5,-4,8,-0.1,0,-4,-3,6,-16
CCOC(=O)C1=NNC(C(=O)c2ccc(C)cc2)C1c1ccc(C)cc1 (stereo not drawn),3.3,13,-2,0.5,-4,3,-1,-2,-20
CC(C)(C)OCC(O)CN1CCN(C(=O)c2ccccc2)CC1 (stereo not drawn),-2.3,1,-5,-0.3,-1,3,-1,-2,10
Cc1ccc(-n2nc3ccc(N)cc3n2)cc1C,-8.4,-1,-13,0.0,10,-3,-2,18,-26
O=C(COc1ccccc1Cl)Nc1ccc(C(=O)N2CCCCC2)cc1,3.3,14,-9,0.2,-3,-2,-1,12,-7
Cc1ccnc(NC(=O)CCC(=O)N(CC(=O)NC2CCCCC2)c2cccc(C)c2C)c1,0.3,1,2,0.1,0,-4,-7,-2,-12
CC(C)Oc1ccc(CCC(=O)NNC(=S)Nc2ccccc2)cc1,4.1,-3,-7,-0.2,1,-2,-1,3,-6
COc1ccc(N2CCN(Cc3nc4ccccc4c(=O)[nH]3)CC2)cc1,0.6,-1,0,0.1,1,-3,-2,12,1
Cc1ccc(-c2cc(C(=O)OCC(=O)Nc3cc(C)on3)c3ccccc3n2)c(C)c1,3.3,7,-3,0.1,-17,2,3,-4,14
O=C(NC1CCCC1)c1cc2c(ccc3ccccc32)o1,4.6,2,-14,0.2,-1,2,-5,-5,-22
CN(C(=O)Cn1cc(C#N)c2ccccc21)c1ccccc1,0.1,6,-1,-0.1,14,7,0,-4,-33
O=C(CSc1ncnc2c1cnn2CCc1ccccc1)Nc1cccc(C(F)(F)F)c1,4.0,2,-1,0.0,3,6,-6,4,-1
CC(=O)N1c2ccc(S(=O)(=O)NCC3CCC(C(=O)Nc4cc(C)ccn4)CC3)cc2CC1C (stereo not drawn),0.1,5,5,-0.2,-2,-5,-3,8,17
CC(CSc1nnnn1-c1ccccc1)Cn1c(N2CCCC2)nc2c1c(=O)[nH]c(=O)n2C (stereo not drawn),-0.8,6,-10,0.1,4,0,1,46*,-2
Cc1cccc2sc(NNC(=O)C3=COCCO3)nc12,2.1,1,-5,0.0,-3,1,-2,10,-4
COc1ccccc1NC(=O)CSc1nccn1Cc1ccc(F)cc1,2.1,1,0,0.0,2,1,-1,2,-6
COc1ccc(C(=O)NC(CC(C)C)C(=O)O)cc1OC (stereo not drawn),-2.0,-4,3,-0.1,-1,-1,-5,3,-5
S=C(NCCc1ccccn1)Nc1cc(Cl)cc(Cl)c1,3.5,1,-14,0.3,-7,0,5,20,-19
COC(=O)Cn1c2ccccc2c2nc(=O)cc(C)n21,0.7,0,2,0.1,-3,-8,-1,-11,0
Cc1nn(CC(O)CN2c3ccccc3Sc3ccccc32)c(C)c1Br (stereo not drawn),1.4,4,6,-0.1,6,-1,1,9,5
C=C(C)CN(CC)C(=O)CC1C(=O)NCCN1CC(C)(C)C (stereo not drawn),0.3,-6,8,-0.1,2,1,-4,-3,16
Cc1[nH]c2ccc(C(=O)OCC(=O)Nc3cccc(S(N)(=O)=O)c3)cc2c1C,0.5,x,x,-0.1,x,-2,x,14,5
Cn1c(=O)c(=O)n(C)c2cc(S(=O)(=O)N3CC(=O)N(CCc4ccccc4)C(=O)C3)ccc21,3.0,-1,-2,0.0,0,-8,1,-6,-16
COc1ccc(N2C(=O)CC(N3CCN(c4ccc(S(=O)(=O)N5CCCC5)cc4)CC3)C2=O)cc1 (stereo not drawn),2.5,-2,3,0.0,0,-4,3,4,14
O=C(COC(=O)/C=C/c1ccc(C(F)(F)F)cc1)NCC1CCCCC1,-0.7,1,-12,0.0,-3,-5,2,-1,-13
Cc1ccnc(NS(=O)(=O)c2ccc(NC(=O)C3CCCO3)cc2)n1 (stereo not drawn),1.3,4,-7,0.1,5,-1,-3,19,8

Part of the list above in order of molecular weight, smallest number first:
SMILES,PP5 inh,core dimer inh,EBNA-1 inhibitor,Efflux pump inh,CTSL1 counter,PP1 counter,TPT1 inh,PREPL inhibitor,ZTA DNA inh
COc1ccc(C(=O)NC(CC(C)C)C(=O)O)cc1OC (stereo not drawn),-2.0,-4,3,-0.1,-1,-1,-5,3,-5
COc1ccccc1NC(=O)CSc1nccn1Cc1ccc(F)cc1,2.1,1,0,0.0,2,1,-1,2,-6
Cc1nn(CC(O)CN2c3ccccc3Sc3ccccc32)c(C)c1Br (stereo not drawn),1.4,4,6,-0.1,6,-1,1,9,5
